# Screening results deposited in PubChem by several laboratories.
# Insulin prom inh: TRM-6 insulin promoter activity inhibition. TRM-6 cells (human fetal islet line), insulin promoter-eGFP reporter, imaging; reporter expression induced with tamoxifen. inhibition, % at 2 µM. 130,000 compounds, 0.9% hits;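 active = inhibition above the mean plus 3 SD, with well images judged a real hit on visual review, cut at about 60% in these data, passing the limit was not always enough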
# sdo1 growth: restores growth of sdo1-depleted yeast; S. cerevisiae sdo1-depleted JHY4D growth rescue, OD600 30 h; active compounds read high; pdr5 snq2 efflux-pump mutant strain; z-score at 10 µM; 140,000 compounds, 0.21% hits; AID 817;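 active = z-score above 3 at both the 24 hr and the 30 hr optical density reads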;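 note: z-score against mean and SD of all compound wells on the same plate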
# sdo1 growth Rescue 24 h: recorded beside sdo1 growth, whose call it bears; z-score; S. cerevisiae sdo1-depleted JHY4D growth rescue, OD600; measured here: growth rescue at 24 h;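 0 is the plate mean of compound wells and units are plate SD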
# Active calls of the source: *; / = not tested or not shown.
Structure	Insulin prom inh	sdo1 growth	sdo1 growth Rescue 24 h
Cc1ccc(S(=O)(=O)N2CCN(C(=O)c3ccc([N+](=O)[O-])cc3)C2)cc1	-128.6	/	/
CCSc1nnc(-c2ccccc2NC(=O)CC)c(=O)[nH]1	20.8	0.4	0.27
CCC(CO)NCc1sccc1C (stereo not given)	-40.7	/	/
CCOC(=O)c1sc(NC(=O)Cc2c(F)cccc2Cl)nc1C	-26.7	/	/
CC(C)CC(=O)N1CCN(CC2CC=CCC2)CC1 (stereo not given)	72.2	0.65	0.42
O=C(NCc1ccccc1)N1CCC(n2cnc3cc(F)ccc32)CC1	77.8*	0.4	-0.55
Cc1ccc(OCC(=O)N/N=C\c2ccco2)c(C)c1	11.4	0.4	0.05
COC(=O)c1ccc(NC(=O)CSc2nncn2C)cc1	21.4	0.08	0.85
Cc1ccc(C)c2[nH]c(=O)c(CCNC(=O)Cc3cccs3)cc12	-57.1	-0.62	-0.49
CC1CN(C(=O)c2cccs2)CC(C)O1 (stereo not given)	-7.0	/	/
Cc1nn(-c2ccccc2)c(Cl)c1/C=N/NC(=O)OC(C)(C)C	/	0.49	0.17
O=C(NCCCCc1ccccc1)c1ccc(Br)o1	-7.7	-0.64	-0.56
CN(C)S(=O)(=O)c1cccc(NC(=O)c2cc(=O)[nH]c3ccccc23)c1	-61.1	/	/
OCc1ccccc1OCCOc1ccc(Cl)c2cccnc12	-24.3	-1.73	-0.63
O=C(NN1C(=O)c2ccccc2NC1c1ccc([N+](=O)[O-])o1)c1ccc(Br)cc1 (stereo not given)	-35.7	/	/
CCCC1OC23CCCCC2C(C#N)(C#N)C1(C#N)C(=N)O3 (stereo not given)	-28.6	0.28	0.9
O=C(COC(=O)c1ccc(-c2nnc(-c3ccccc3)o2)cc1)c1ccccc1	/	-0.3	0.44
CCCC(C(=O)NC(C)(C)C)N(C(=O)c1snc(C(N)=O)c1N)c1ccc2c(c1)OCCO2 (stereo not given)	0.0	/	/
O=C(O)CC(Cc1ccc(Cl)cc1)C(=O)NCc1ccccc1 (stereo not given)	20.6	1.71	1.95
COC(=O)c1ccc(Nc2cc(C)nc(-c3ccccc3O)n2)cc1	-9.4	-1.69	-0.01
CCOC(=O)C1CCN(C(=O)CSc2cc(=O)n(CC)c3ccccc23)CC1	-25.7	0.28	0.06
CC1CCCC(NC(=O)C2CCN(S(=O)(=O)N3CCC4(CC3)OCCO4)CC2)C1C (stereo not given)	-25.0	-0.25	-0.35
Cc1cc(Nc2ccc(Cl)cc2)nc(NCc2ccccc2)n1	0.0	-1.86	-1.35
COC(=O)c1cc(NC(=O)CN(c2ccc3c(c2)OCO3)S(C)(=O)=O)ccc1Cl	-47.4	0.06	-0.29
CC1CCN(C(=O)c2ccc(COc3ccccc3Cl)o2)CC1	/	-0.87	-0.54
Cc1ccc(N2C(=O)C3C(c4ccccc4)N4CCCN4C3(C)C2=O)cc1 (stereo not given)	0.0	-0.04	-0.98
COc1ccc(S(=O)(=O)N2CCCCCC2)cc1C(=O)OCc1c(C)noc1C	/	0.32	0.98
CCCCC(=O)NNC(=S)NC(=O)CCC	38.5	-0.96	-0.97
CCOC(=O)c1ccc(NC(=O)NC(C)C2CCCO2)cc1 (stereo not given)	-7.1	0.02	-1.1
O=S(=O)(c1ccccc1)N1CCN(S(=O)(=O)N2CCCCC2)CC1	-2.9	-0.34	-0.4
CCOC(=O)c1c(NC(=O)CSc2nnc(Cc3ccccc3)o2)sc(C(C)=O)c1C	25.0	-0.06	0.18
Cc1ccc(NC(=S)N(CCCN2CCCC2)Cc2cccn2Cc2ccc(Cl)cc2)cc1C	-64.3	/	/
Nc1ccc(CN2CCCCCC2)cc1	27.8	1.51	1.49
COC(=O)c1ccc(NC(=O)CN2C(=O)CSC2=O)cc1	-57.9	2.02	1.46
O=C(O)C1(P(=O)(c2ccc(Cl)cc2)c2ccc(Cl)cc2)CCCC1	31.6	/	/
C=CCSc1nc2c(c(=O)[nH]c(=O)n2C)n1Cc1ccc(C)cc1	-50.0	-0.95	0.15
CC(C)COc1ccc(CN=C(N)N=C(N)N)cc1Cl	/	0.94	0.83
Cn1cc(C(=O)NCCN2CCN(c3cccc(Cl)c3)CC2)c2c3ccccc3n(C)c2c1=O	/	-2.05	-0.46
CC(C)c1ccc2c(c1)C1(NN=C(c3ccccc3)S1)C(=O)N2 (stereo not given)	31.2	-2.2	-1.56
Cc1cc(C)c(NC(=O)COC(=O)CCc2ccc(S(=O)(=O)N3CCCCC3)cc2)c(C)c1	/	0.69	0.54
Fc1cccc(Cl)c1Cn1nnc2c(NCc3ccncc3)ncnc21	14.3	/	/
COC(=O)c1ccc(SC2CCCCC2)c([N+](=O)[O-])c1	-15.6	-0.33	-0.39
Cc1c(Br)c([N+](=O)[O-])nn1CC(=O)Nc1ccc(CC#N)cc1	-54.5	/	/
COc1cc2ncc(S(=O)(=O)c3ccccc3)c(N3CCC4(CC3)OCCO4)c2cc1OC	3.7	/	/
CCOC(=O)Cc1ncccc1C(=O)Nc1ccc(OC(F)(F)F)cc1	0.0	/	/
Cc1cccc(Oc2nc(-c3ccccc3)cc(C)c2S(C)(=O)=O)c1C	-56.5	-1.5	-1.21
COc1cccc(NS(=O)(=O)c2ccc3c(c2)n(C)c(=O)c(=O)n3C)c1	24.7	0.59	0.61
O=C(CC1S/C(=N/N=C/c2cccs2)NC1=O)Nc1ccc(Cl)cc1 (stereo not given)	/	-0.6	-0.1
Cc1cccc(Nc2nc(-c3ccccn3)cs2)n1	-23.1	-1.8	-1.16
Cc1cc(/C=C(\C#N)C(=O)OCC(=O)NC(=O)NC(C)(C)C)c(C)n1CCC(C)C	37.1	0.88	0.76
FC(F)(F)c1nc(=S)c2ccccc2[nH]1	7.1	/	/
NNC(=O)COc1cccc(C(F)(F)F)c1	50.0	/	/
COC(=O)C1=C(N)Oc2cc(C)n(Cc3ccco3)c(=O)c2C1c1cccc(Cl)c1 (stereo not given)	-35.7	-1.39	0.47
CC(C)C[C@H](NC(=O)Nc1ccc(S(N)(=O)=O)cc1)C(=O)O	25.0	1.2	1.62
CC(C)N(Cc1nc(-c2ccc(Cl)cc2)no1)C(=O)CCCN1C(=O)c2ccccc2C1=O	/	-1.98	-1.45
N=C1C(c2nc3ccccc3[nH]2)=C(O)CN1c1ccc(CC(=O)O)cc1	57.1	-0.04	-0.04

# The list goes on:
Structure	Insulin prom inh	sdo1 growth	sdo1 growth Rescue 24 h
COc1cc(-c2nnc(SCC3(c4ccccc4)OCCO3)o2)cc(OC)c1OC	/	-0.5	-0.52
CCn1c(SCC(=O)N2c3ccccc3CC2C)nnc1-c1ccco1 (stereo not given)	-44.8	/	/
COc1ccc(C(=O)NNC2=CC(=O)CC(C)(C)C2)cc1OC	0.0	1.16	1.12
CCCC/C(O)=C1\C(=O)CC(C)(C)CC1=Nc1ccc(N)cc1	-58.3	/	/
N#CCCSc1ncnc2c1oc1ccccc12	-3.0	0.35	0.15
Cc1ccc(-c2nnn(CC(=O)NCC3CC3)n2)o1	0.0	0.51	1.3
O=C1CSC(c2cn(-c3ccccc3)nc2-c2ccc3c(c2)OCCO3)N1CCN1CCOCC1 (stereo not given)	12.1	-0.76	-0.97
Cc1c(C=NCCOCc2ccccc2)cnn1C	/	0.98	1.22

# Ordered by length of the SMILES (smallest number first): three of the compounds above
Structure	Insulin prom inh	sdo1 growth	sdo1 growth Rescue 24 h
N#CCCSc1ncnc2c1oc1ccccc12	-3.0	0.35	0.15
Cc1c(C=NCCOCc2ccccc2)cnn1C	/	0.98	1.22
COc1cc(-c2nnc(SCC3(c4ccccc4)OCCO3)o2)cc(OC)c1OC	/	-0.5	-0.52

# New compounds follow
canonical_smiles	Insulin prom inh	sdo1 growth	sdo1 growth Rescue 24 h
Cc1cccc(N2CCN(C(=O)CSc3ccsc3[N+](=O)[O-])CC2C)c1 (stereo not given)	-24.0	-2.17	-1.96
O=C1CCNc2cc3ccccc3cc21	-45.5	0.44	0.38
CC(=O)c1c(NCc2ccccc2)nc(=O)n(-c2ccccc2)c1C	/	0.43	0.18
CN(C(=O)COC(=O)c1ccc2c(c1)OCCO2)c1ccccc1	17.6	/	/
Cc1cc(NC(=O)c2ccccc2F)on1	15.4	-0.1	-0.94
NNC(=O)CN1C(c2ccccc2Br)=Nc2ccc(Br)cc2C1c1ccccc1 (stereo not given)	0.0	0.68	0.9
O=C(CSc1ccc2c(c1)OCCO2)Nc1ncc(Cl)cc1Cl	-110.7	-0.49	0
Cc1ccc(C(=O)Nc2ccc3c(c2)nc2n3CCSC2)cc1	/	-1.2	-0.67
Cc1cc(C)n(-c2ccc(C)c(Cl)c2)n1	53.3	1.36	1.78
c1ccc(-c2nc(NCc3cccnc3)c3oc4ccccc4c3n2)cc1	-41.7	-1.98	0.12
Clc1ccc2c(NCc3ccccn3)ncnc2c1	71.4	0.29	0.93
CC(C)C(NC(=O)OCc1ccccc1)C(=O)OCC(=O)NCc1ccco1 (stereo not given)	-14.3	0.46	0.03
COC(=O)Cn1nc(-c2ccc(C)c(S(=O)(=O)N(C)C)c2)c2ccccc2c1=O	/	-0.11	0.01
CC(C)C(NC(=O)COc1ccccc1)C(=O)O (stereo not given)	13.3	-0.52	-1.62
c1ccc(N2CCN(c3ccccc3)C2c2cccnc2)cc1	53.5	-0.69	-0.73
Cc1cc(=O)[nH]c(SCC(=O)Nc2ccc(Br)cn2)n1	18.8	0.23	0.02
Cc1cccn2c(=O)c3cc(C(=O)NC(C)C)c(=N)n(Cc4ccncc4)c3nc12	/	1.39	1.62
CC(C)OCC(O)CN1CCN(C(c2ccccc2)c2ccccc2)CC1 (stereo not given)	35.0	/	/
N#Cc1sc2nc(-c3cccs3)cc(-c3ccccc3)c2c1N	0.0	-0.29	1.29
C/C(=N\S(=O)(=O)c1ccc(C)cc1)N1CCN(S(=O)(=O)c2ccccc2)C1C(C)C (stereo not given)	-25.0	-0.04	0.73
O=C(NC(=S)Nc1ccccc1N1CCOCC1)c1ccc(-c2cc(Cl)ccc2Cl)o1	/	-1.58	-1.35
CSc1c(C#N)c(N)c(C#N)c2c1COC(C)(C)C2	19.1	-0.87	-0.71
CCCN1C2CCCC1CC(NC(=O)c1cc(OC)c(OC)c(OC)c1)C2 (stereo not given)	-78.6	0.72	0.36
O=C(O)C12C[C@H]3C[C@@H](C1)CC(n1ncc(N4CCN(c5ccccc5)CC4)c(Cl)c1=O)(C3)C2	2.6	0.32	0.64
COCCn1c(C)cc(C2=NNC(=Nc3ccc(OC)cc3)SC2)c1C	10.3	-0.18	0.41
CCC(C)NC(=O)CNS(=O)(=O)c1ccc(C)cc1 (stereo not given)	-25.6	0.81	0.07
Cc1[nH]n(-c2ccccc2)c(=O)c1C=NCc1ccco1	50.0	/	/
CCOC(=O)C1CCN(CC(=O)N2C(C)CCCC2C)CC1 (stereo not given)	3.6	-0.2	-0.04
CC1CC(O)(Cc2ccccc2)C(C)CN1C (stereo not given)	-10.3	0.26	-0.77
O=C(O)CN=C(NS(=O)(=O)c1ccccc1)c1ccccc1	0.0	-0.07	-1.11
COc1ccc(CCn2c(NCCCN3CCOCC3)nc3c2c(=O)[nH]c(=O)n3C)cc1	19.4	0.03	-0.44
O=c1[nH]c2ccc(Cl)cc2c(-c2ccccc2)c1SC(=S)N1CCOCC1	15.6	-1.06	-1.27

# Molecules above that contain a CF3 group, in the order listed:
canonical_smiles	Insulin prom inh	sdo1 growth	sdo1 growth Rescue 24 h
CCOC(=O)Cc1ncccc1C(=O)Nc1ccc(OC(F)(F)F)cc1	0.0	/	/
FC(F)(F)c1nc(=S)c2ccccc2[nH]1	7.1	/	/
NNC(=O)COc1cccc(C(F)(F)F)c1	50.0	/	/

# (listing goes on)
canonical_smiles	Insulin prom inh	sdo1 growth	sdo1 growth Rescue 24 h
CC1(C)CC2(CCO1)OC(=O)CC2C(=O)Nc1cccc2ccccc12 (stereo not given)	/	-0.6	-0.9
Cc1ccc(C)c(OCCCC(=O)Nc2ccccc2C(N)=O)c1	29.4	/	/
CC(=O)Nc1ccc2nc(NC(=O)COc3ccccc3)sc2c1	-50.0	/	/
COc1ccc(S(=O)(=O)N2CCCC(C(=O)NCc3ccccn3)C2)cc1Cl (stereo not given)	15.4	-0.81	-1.01
CCOC(=O)C1CCCN(C(=O)c2cnn3c(C(F)F)cc(-c4ccc(C)cc4)nc23)C1 (stereo not given)	/	-1.18	-0.75
CC1=C(C(=O)Nc2ccccn2)C(c2ccc(Br)cc2)n2ncnc2N1 (stereo not given)	/	1.3	1.05
CCOc1cc(C#N)c(NC(=O)c2ccnn2C)cc1OCC	/	0.01	-0.55
Cc1c(Cl)cccc1NC(=O)CNc1cccc(C(F)(F)F)c1	/	-1.06	-1.32
Cc1c(C(N)=O)c(-c2ccccc2)nn1-c1ccccc1	46.9	1.06	1.09
c1ccc(-c2nnc(SCc3nc4ccccc4[nH]3)o2)cc1	27.3	-1.4	-1.15
O=C(O)COc1ccc(NC(=O)c2cccs2)cc1	16.7	0.92	0.51
Cc1cccc(C)c1NC(=O)CSc1ccc([N+](=O)[O-])cn1	-76.7	-0.6	-1.09
CCCn1c(SCC(=O)c2ccc3c(c2)OCCO3)nnc1C(C)C	/	1.21	0.48

# This is a subset (hit frequency here may not be typical).
